Bioassay records: PubChem, Broad Institute
PAX8 reporter: lowers PAX8-driven luciferase in RMG-I cells; RMG-I TPO-luciferase reporter, SteadyGlo, 24 h; inhibition, % at 12.6 µM; 360,000 tested, 1.2% active; AID 652154;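 active = mean replicate inhibition at least 60% with every replicate also reaching 60%; inconclusive = only one of the two criteria is met; inactive = mean below 60% and not all replicates reaching 60%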;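 also: luciferase light reporting Pax8 driven TPO promoter activity; plate controls were median of neutral control wells for no effect and mitoxantrone controls for full effect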
ARNT TACC3 PPI: ARNT/TACC3 interaction disruption; AlphaScreen His-ARNT PAS-B/GST-TACC3 binding, luminescence; TACC3 fragment carries E629A point mutation; inhibition, % at 9.99 µM; 390,000 tested, 0.66% active; AID 623870;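 active = mean inhibition of replicates at least 50% and at least half of replicates each reaching 50%; inconclusive = half or more replicates reach 50% but mean below 50%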;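 also: 0% = complete ARNT plus TACC3 wells and 100% = ARNT alone without TACC3; many hits fall short of the cut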
EWS-Fli block: blocks EWS/Fli oncoprotein-driven transcription; A673 NR0B1-luciferase reporter, viability-normalised; inhibition, % at 12.6 µM; 350,000 tested, 0.67% active; AID 651661;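 active = mean inhibition of at least 50% after viability correction, with every replicate also passing that limit; inconclusive = mean reaches 50% but only one of two replicates passes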;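 also: firefly luciferase signal divided by Alamar Blue viability fluorescence both relative to DMSO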
DENV2 CPE: inhibitors of DENV2 cytopathic effect | DENV2-infected cells, cytopathic effect rescue, plate reader | CPE inhibition, % at 9.99 µM | 350,000 tested, 1.7% active; in the data active = CPE inhibition above about 20%, passing the limit was not always enough; inconclusive = no clear call, values can overlap the other calls; tested in BHK-21 cells;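 also: 0% = median of neutral control wells and 100% = median of positive control wells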
LGR2 antag: Drosophila LGR2 receptor signaling inhibition | HEK293 LGR2, CRE-luciferase, bursicon-stimulated, 4 h | 380,000 tested, 0.35% active | inhibition, % at 9.99 µM;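 active = drop in luminescence signal, shown as inhibition above about 50% in the replicate tests, limit read from the data, passing the limit was not always enough; inconclusive = probably only some replicates passing the limit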;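 also: agonist challenge used bursicon conditioned medium at about half maximal strength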
CASP6 VEID inh: caspase-6 (human) enzyme inhibition | 350,000 tested, 0.53% active | AID 686996 | inhibition, % at 12.5 µM | purified caspase-6, Z-VEID-R110 cleavage fluorescence;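 active = mean inhibition across replicates at least about 35%, with every replicate also reaching that limit, limit read from the data; inconclusive = only one of the two criteria met; inactive = neither criterion met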;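 also: 0% = median of neutral control wells and 100% = no fluorescence left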
Target sequence (P55212 24-179 limits assumed): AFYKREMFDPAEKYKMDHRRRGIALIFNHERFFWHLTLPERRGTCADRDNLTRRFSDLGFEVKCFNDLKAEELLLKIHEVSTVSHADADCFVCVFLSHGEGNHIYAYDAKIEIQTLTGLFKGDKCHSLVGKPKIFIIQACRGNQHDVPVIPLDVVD
Target sequence (P55212 194-293 limits assumed): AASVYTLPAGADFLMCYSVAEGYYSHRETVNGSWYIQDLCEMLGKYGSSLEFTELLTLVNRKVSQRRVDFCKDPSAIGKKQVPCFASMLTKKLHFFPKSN
SIRT5 block: inhibitors of human sirtuin-5 desuccinylase; Q9NXA8; Purified SirT5, succinyl-peptide AMC, trypsin-coupled fluorescence; inhibition, % at 15 µM; 330,000 tested, 1.1% active; in the data active = inhibition above about 15%; inconclusive = no clear call, values can overlap the other calls
Target sequence (Q9NXA8 whole entry, looked up): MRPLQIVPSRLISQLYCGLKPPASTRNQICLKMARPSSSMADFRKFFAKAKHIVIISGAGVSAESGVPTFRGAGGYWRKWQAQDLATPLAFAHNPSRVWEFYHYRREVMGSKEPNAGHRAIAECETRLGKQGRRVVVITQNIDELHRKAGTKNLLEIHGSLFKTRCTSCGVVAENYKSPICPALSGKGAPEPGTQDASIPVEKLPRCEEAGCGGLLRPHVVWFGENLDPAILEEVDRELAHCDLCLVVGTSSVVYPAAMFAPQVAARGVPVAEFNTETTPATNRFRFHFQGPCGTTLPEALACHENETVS
An asterisk follows results filed as active; ? = inconclusive; nt = no result given. No enrichment for hits (roughly 4.9% active in at least one column).

SMILES	PAX8 reporter	ARNT TACC3 PPI	EWS-Fli block	DENV2 CPE	LGR2 antag	CASP6 VEID inh	SIRT5 block
CC(CN1CCCC1)OC(=O)c1ccc(Cl)cc1 (stereo not given)	-6	-7	-1	0	3	0	0
CCOC(=O)N1CCN(C(=O)c2cc3ccc(OC)cc3[nH]2)CC1	12	-3	7	?	0	-2	3
Cc1cccc(-c2nc(N)nc(N)n2)c1	-72	-4	-47	-3	-21	2	5
CNC[C@@H]1Oc2c(NC(=O)c3cnccn3)cccc2C(=O)N([C@H](C)CO)C[C@@H]1C	-23	7	-5	12	-19	-3	-7
CS(=O)(=O)c1ccc(-c2nnc(NC(=O)c3ccc(S(=O)(=O)N4CCCC4)cc3)o2)cc1	-13	23	8	-14	-7	-3	0
C[C@@H]1CN([C@H](C)CO)C(=O)c2cc(NC(=O)Nc3cccc4ccccc34)ccc2O[C@H]1CN(C)Cc1ccc2c(c1)OCO2	30	nt	11	7	21	-1	nt
C[C@H](NC(=O)[C@H]1N2C(=O)c3ccccc3C2SC1(C)C)C(=O)N1CCC[C@H]1CO (stereo not given in full)	nt	-11	-4	?	-1	-4	-2
COc1ccc(NC(=O)Nc2ccc3c(c2)C(=O)N(C)C[C@@H](OC)[C@H](C)CN[C@H](C)CO3)cc1	3	1	-7	nt	9	nt	nt
COc1cc(OC)cc(C(=O)Nc2cccc(NC(=O)c3cc(OC)cc(OC)c3)n2)c1	5	-2	-24	-3	nt	-2	-6
O=C(NCC1CC1)c1ccc2sc([C@@H]3O[C@H](CO)[C@H](O)[C@H](O)[C@H]3O)nc2c1	-8	nt	-9	-6	3	5	nt
Cn1c(SCC(=O)NCC2CCCO2)ncc(C(=O)Nc2ccc(Cl)cc2)c1=O (stereo not given)	nt	-1	1	?	17	2	-5
CC(C)NC(=O)/C(C#N)=C/c1ccc(N(C)C)o1	-13	1	-6	15	nt	-2	3
O=C(Nc1cc(F)ccc1F)N1CC(=O)N2[C@H](C1)[C@@H](c1ccc(-c3cccc(F)c3)cc1)[C@@H]2CO	10	nt	2	-7	-7	-2	2
COc1ccc(NC(=O)CCn2cccc2)c(OC)c1	2	9	-1	14	-4	1	7
O=C(O)C1CCCN(S(=O)(=O)c2ccc(-c3ccc(=O)[nH]n3)s2)C1 (stereo not given)	-3	7	nt	-7	-1	0	-3
O=C(NCCc1ccccc1)C1CCCN1C(=O)Nc1ccccc1 (stereo not given)	-20	-1	5	1	16	-1	0
CCN(CC(=O)N1CCN(Cc2ccccc2)CC1)S(=O)(=O)c1ccccc1	9	-3	nt	-2	1	-1	-4
COc1ccc(CN(C)C[C@H]2OCCCC[C@H](C)Oc3ccc(NC(=O)Nc4ccc5c(c4)OCO5)cc3C(=O)N([C@H](C)CO)C[C@H]2C)cc1	23	14	14	-18	1	3	2
Cc1ccc(S(=O)(=O)Nc2cc(C(F)(F)F)ccc2N2CCOCC2)c(C)c1	37	1	0	-2	nt	0	nt
C=CCNc1cccc2c1S(=O)(=O)N[C@@H](Cc1ccccc1)CO2	-4	nt	9	3	-11	-1	0
Cc1cccc(Nc2ccc(S(=O)(=O)N3CCOCC3)cc2[N+](=O)[O-])c1	9	11	8	?	-13	0	4
Cc1nc2cc(NC(=O)c3ccc([N+](=O)[O-])s3)ccc2s1	-31	-3	nt	73*	-28	0	1
O=C(NCC[C@@H]1CC[C@@H](NC(=O)C2CCOCC2)[C@@H](CO)O1)Nc1ccc(Cl)cc1	-7	nt	-4	38*	-8	-1	-1
O=C(NCc1ccccc1F)C1CCCN(S(=O)(=O)c2ccc(-n3cnnn3)cc2)C1 (stereo not given)	-7	-1	2	10	-4	4	0
CN(C)S(=O)(=O)c1ccc(C(=O)OCc2ccc([N+](=O)[O-])cc2)cc1	19	-3	-15	3	nt	3	-3

DENV2 CPE: entries above that show a hit.
| compound | ARNT TACC3 PPI | DENV2 CPE | LGR2 antag | CASP6 VEID inh | SIRT5 block |
| --- | --- | --- | --- | --- | --- |
| Cc1nc2cc(NC(=O)c3ccc([N+](=O)[O-])s3)ccc2s1 | -3 | 73* | -28 | 0 | 1 |
| O=C(NCC[C@@H]1CC[C@@H](NC(=O)C2CCOCC2)[C@@H](CO)O1)Nc1ccc(Cl)cc1 | nt | 38* | -8 | -1 | -1 |

(next part)
SMILES	PAX8 reporter	ARNT TACC3 PPI	EWS-Fli block	DENV2 CPE	LGR2 antag	CASP6 VEID inh	SIRT5 block
CC(OC(=O)CN1C(=O)NC2(CCCC2)C1=O)C(=O)c1ccc(C(C)(C)C)cc1 (stereo not given)	-32	2	-10	-9	12	2	1
O=C(NCC1CCN(C(=O)C(=O)c2cc3ccccc3o2)CC1)c1ccc2c(c1)OCO2	-14	nt	-2	-4	11	2	nt
C[C@H](CO)N1C[C@H](C)[C@H](CN(C)C(=O)Cc2ccccc2)OCCCC[C@H](C)Oc2ccc(NC(=O)c3ccncc3)cc2C1=O	19	-13	-17	4	10	-1	-1
CC1CN(S(=O)(=O)c2cccc(C(=O)OC/C(O)=C(\C#N)c3nc4ccccc4[nH]3)c2)CC(C)O1 (stereo not given)	-7	3	1	4	-2	3	-7
Cc1ccc(C)c(N2CCN(C(=O)CCCn3c(=O)c4cccn4c4cccnc43)CC2)c1	14	-3	4	-1	-4	-5	-1
COc1ccc(-c2noc(-c3cccs3)n2)cc1OC	-179	1	-128	8	-57	2	-4
COCCn1nnnc1C(c1ccc(OC)c(OC)c1)N1CCc2ccccc21 (stereo not given)	nt	5	12	-1	-23	nt	-2
C[C@@H]1CN([C@H](C)CO)C(=O)c2cccc(NC(=O)c3nc4ccccc4s3)c2O[C@@H]1CN(C)Cc1ccc2c(c1)OCO2	nt	nt	0	-5	8	-4	-5
CC(C)N(C)c1ncnc2c1ncn2[C@H]1CN(CCc2ccccc2)C[C@@H](CO)O1	2	nt	16	?	-6	-1	nt
CCC(CC)NC(=O)c1cccc(Oc2ccccc2)c1	-12	-5	-10	2	-19	-5	1
COc1ccc(Cl)cc1N1C(=N)SCC1=O	5	-3	3	nt	37	2	5
COc1cccc(NC(=O)COC(=O)c2ccc3c(c2)OCO3)c1	5	0	-6	0	-1	-4	-1
COCc1ccc(C(=O)N2CCCCC2C(=O)Nc2ccc(-n3nc(C)cc3C)cc2)o1 (stereo not given)	-4	-5	nt	3	-12	0	3
CNC[C@@H]1Oc2cc(-c3ccccc3OC)ccc2S(=O)(=O)N([C@H](C)CO)C[C@H]1C	nt	-6	-4	-3	-1	-1	-3
Cc1cccc(N(CC(=O)NC(C)C)C(=O)CCC(=O)Nc2nccs2)c1	-26	-7	-6	-3	15	0	-1
Cn1c(NC(=O)C[n+]2cc(-c3ccc(Cl)c(Cl)c3)n3c2CCC3)cc(=O)n(C)c1=O	1	2	nt	nt	-8	nt	nt
Cn1cnc(S(=O)(=O)N2CC[C@H]3[C@H](CO)Nc4ccc(-c5ccccc5F)cc4[C@H]32)c1	-10	32	-5	-4	-20	nt	nt
NC(=O)c1ccsc1NC(=O)COC(=O)COc1ccc(C=O)cc1	2	2	-25	1	-5	4	-4
O=C(c1ccc2ccccc2n1)N(CCO)Cc1ccccc1	19	0	14	18	-3	1	-2
O=C(C[C@H]1C[C@H]2c3cc(NC(=O)NC4CCCC4)ccc3O[C@H]2[C@H](CO)O1)NCc1ccccc1	4	-22	1	-3	-6	0	-1
C[C@@H]1CN([C@@H](C)CO)C(=O)c2cccc(NS(=O)(=O)c3ccc(Cl)cc3)c2O[C@H]1CN(C)Cc1ccc(C(=O)Nc2ccccc2N)cc1	8	nt	6	4	2	2	11
N#CC(C(=O)NC1CCCCC1)=C1CCCCCC1	-35	-4	-5	-1	nt	-1	1
CCOC(=O)C1(C(N)=O)OC1(c1ccc(Cl)cc1)c1ccccc1Cl (stereo not given)	-9	-21	-2	3	6	2	nt
O=C(CN(CC1CCCO1)C(=O)CNS(=O)(=O)c1ccc(F)cc1)NC1CCCCC1 (stereo not given)	-4	-7	1	-6	7	9	-3
O=C(CN(C(=O)CNC(=O)c1ccco1)c1ccc(Cl)c(Cl)c1)NC1CCCCC1	nt	11	nt	nt	nt	3	5

More compounds
SMILES	PAX8 reporter	ARNT TACC3 PPI	EWS-Fli block	DENV2 CPE	LGR2 antag	CASP6 VEID inh	SIRT5 block
C/C=C/c1ccc([C@H]2[C@@H](CO)N(CC3CCCC3)[C@H]2CNC(C)=O)cc1	nt	nt	-5	5	1	0	2
O=C(COc1ccc(F)cc1)NCC1(N2CCOCC2)CCCCC1	-12	-7	-1	7	12	-6	-6
CNC[C@H]1Oc2ccc(NC(=O)Nc3ccc(C(F)(F)F)cc3)cc2CC(=O)N([C@@H](C)CO)C[C@H]1C	-10	16	1	-3	15	-3	0
COc1ccc(S(=O)(=O)Nc2cccc3c2O[C@@H](CN(C)C(=O)Nc2ccc(F)cc2)[C@H](C)CN([C@H](C)CO)C3=O)cc1	nt	-10	-1	-11	11	3	0
COc1ccc(NC(=O)Nc2cccc3c2O[C@H](CN(C)Cc2ccc(C(=O)Nc4ccccc4N)cc2)[C@H](C)CN([C@@H](C)CO)C3=O)cc1	35	nt	6	-6	8	0	nt
O=C(CN1C(=O)/C(=C/c2ccccc2Cl)SC1=S)NC1C=CS(=O)(=O)C1 (stereo not given)	5	-3	nt	18	10	5	4
COc1ccccc1CN(C)C[C@H]1OCc2ccccc2-c2c(n(C)c3ccccc23)C(=O)N([C@@H](C)CO)C[C@H]1C	-3	nt	7	-2	8	1	15*
O=C(CN(Cc1ccc(F)cc1)C(=O)CNS(=O)(=O)c1ccccc1)NCc1ccco1	-2	-4	1	-1	-10	0	0
O=C(NC1CC1)c1nc(Cn2cc([N+](=O)[O-])cn2)no1	-2	-29	nt	0	7	5	1
O=C(NCCCNc1ccnc2cc(Cl)ccc12)c1ccccc1F	19	3	8	-4	-12	-9	-2
CCOc1cc(N2CCC(O)CC2)ccc1Nc1ncc2c(n1)N(C)c1ccccc1C(=O)N2C	-72	nt	55*	-5	-1	3	-4
O=S(=O)(Cc1ccccc1)N1CCCCN2[C@@H](CO)[C@@H](c3ccc(C#Cc4ccccc4)cc3)[C@@H]2C1	-13	12	4	0	25	3	5
COc1ccc(-c2ccc(CNCCCN3CCOCC3)o2)cc1Cl	-18	3	10	1	-6	-8	-6
O=C(c1cccs1)N(C(=O)c1cccs1)c1ccccn1	nt	1	-63	-5	-18	-2	-2
NC(=O)c1ccsc1NC(=O)COC(=O)Cc1n[nH]c(=O)c2ccccc12	6	2	-7	-9	25	-4	-4
Cc1ccc(S(=O)(=O)N(C)c2ccc(OCC(=O)OCc3cccc(Br)c3)cc2)cc1	-14	-6	-5	2	5	-5	-5
COc1ccc(S(=O)(=O)N(C)C[C@H]2OCCCC[C@@H](C)Oc3ccc(NS(=O)(=O)c4ccc(Cl)cc4)cc3C(=O)N([C@H](C)CO)C[C@H]2C)cc1	33	nt	16	-7	11	-2	23*
O=C(CN1C(=O)NC(Cc2ccccc2)C1=O)Nc1ccccc1F (stereo not given)	-10	nt	-6	0	-5	-1	1
Cc1cc(-c2ccc(NS(=O)(=O)c3ccccc3)c(C)c2)ccc1NS(=O)(=O)c1ccccc1	30	-1	2	-6	nt	-4	-1
Cc1ccc(S(=O)(=O)N2CC(CO)=CCC2c2ccccc2)cc1 (stereo not given)	-18	nt	-35	12	0	1	-3
Cc1ccc(S(=O)(=O)N(C)C[C@H]2OCCCC[C@H](C)Oc3ccc(NC(=O)CCCN(C)C)cc3C(=O)N([C@@H](C)CO)C[C@H]2C)cc1	12	-2	-6	-6	-10	-2	-5
Cc1cc(SCC(=O)N/N=C/c2ccco2)nc2ccccc12	32	4	2	1	4	4	0
CCC(=O)Nc1cccc(NC(=S)NC(=O)c2cccc(C)c2)c1	-172	0	-46	-4	-70	1	0
CC(C)NC(=O)N1C[C@H]2[C@@H](c3ccccc31)[C@@H](CO)N2C(=O)c1ccccc1	5	-4	5	10	1	-6	-1
COC(=O)c1sc(NC(=S)NNC(=O)c2c(Br)c(C)nn2C)c(C(=O)OC)c1C	4	15	nt	0	-11	2	3
